Assay outcomes (PubChem BioAssay)
DT40 TDP1 CPT = growth inhibition of DT40 Tdp1-/-;hTDP1 cells with camptothecin (screen for TDP1 inhibitors) | chicken DT40 Tdp1-/-;hTDP1 cells + 20 nM CPT, ATP luminescence, 48 h | Potency, µM (series often up to 46.2 µM), for the others: at the top dose activity change, negative = growth inhibition, hits mostly inhibitors | 12% of 420,000 active; also: nearly all actives have a fitted effect of over 55% in size
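Chicken DT40 Tdp1-/- cells complemented with human TDP1, 400 cells/well, exposed to compounds plus 20 nM camptothecin for at least 48 h at 37 C; viability read as ATP content by CellTiter-Glo luminescence.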
DT40 TDP1 no CPT = qHTS for Inhibitors of human tyrosyl-DNA phosphodiesterase 1 (TDP1): qHTS in cells in absence of CPT. DT40 Tdp1-/- hTDP1 cells, no CPT, ATP luminescence, 48 h. Potency, µM (top dose mostly 46.2 µM), inactives show top-dose activity change, negative = growth inhibition, actives largely listed as inhibitors. 15% of 420,000 active; also: nearly all actives have a fitted effect of over 55% in size
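No-CPT arm: Tdp1-/-;hTDP1 DT40 cells (400/well) plus compounds, incubated ≥48 hr at 37 °C. Readout CellTiter-Glo luminescence.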
TDP1 block = TDP1 (human) enzyme inhibition; Q9NUW8; 0.28% of 350,000 active; Potency, µM (top dose mostly 130 µM), for inactives: at the top dose activity change, negative = inhibition, most hits filed as inhibitors; AID 485290; recombinant TDP1, AlphaScreen DNA substrate cleavage; also: nearly all actives have a fitted effect of over 40% in size
Target sequence (Q9NUW8 whole entry, looked up): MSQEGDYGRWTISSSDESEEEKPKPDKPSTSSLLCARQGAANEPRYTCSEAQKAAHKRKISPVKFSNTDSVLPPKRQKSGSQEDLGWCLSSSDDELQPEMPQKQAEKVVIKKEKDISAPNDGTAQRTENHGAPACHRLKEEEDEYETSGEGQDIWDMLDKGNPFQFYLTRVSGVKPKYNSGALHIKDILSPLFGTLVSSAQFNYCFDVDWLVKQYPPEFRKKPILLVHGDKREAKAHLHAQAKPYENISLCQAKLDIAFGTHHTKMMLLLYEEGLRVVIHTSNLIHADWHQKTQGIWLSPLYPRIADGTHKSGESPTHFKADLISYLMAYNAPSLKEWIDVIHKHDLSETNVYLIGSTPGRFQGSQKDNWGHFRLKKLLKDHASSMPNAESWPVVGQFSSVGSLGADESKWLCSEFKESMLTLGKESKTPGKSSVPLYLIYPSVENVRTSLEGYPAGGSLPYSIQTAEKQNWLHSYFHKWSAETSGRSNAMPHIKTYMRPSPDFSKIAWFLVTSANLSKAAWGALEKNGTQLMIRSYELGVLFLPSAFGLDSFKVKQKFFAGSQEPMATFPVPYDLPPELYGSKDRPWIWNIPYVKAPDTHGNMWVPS
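Enzyme-compound mixtures sat 15 min at room temperature, followed by a 5 min reaction with 15 nM final substrate and 10 min with AlphaScreen beads. Recombinant human Tdp1 was used at 1 nM final.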
* = called active by the depositor; ? = inconclusive; · = no result given; [ ] = another dose, or the depositor's remark. Calls follow the shape of the dose curve; as a rule, active = well fitted curve in the direction sought with a large enough effect; inconclusive = small, poorly fitted or top-dose-only effect, or another doubt; inactive = no such curve, though single readings can be large; an effect the other way counts as inactive or inconclusive. % is scaled to controls: 0 for no effect and ±100 for the full control effect; potency is read from the fitted curve at half-maximal effect.

SMILES	DT40 TDP1 CPT	DT40 TDP1 no CPT	TDP1 block
CCc1nnc(NC(=O)c2ncc(Cl)c(Cl)c2Cl)s1	-23%	-18%	3%
COCCNC(=O)C1(C)CCCN(Cc2ccc(Oc3ccccc3)cc2)C1 (stereo not given)	?	21µM*	·
COc1ccc(OC)c(S(=O)(=O)Nc2ccc(F)cc2)c1	-17%	-5%	5%
Cc1nc2cncc(Br)c2n1C	-24%	?	0%
CC(=O)Nc1ccc(NC(=O)COC(=O)CCNS(=O)(=O)c2c(Cl)cccc2Cl)cc1	3%	-1%	-6%
O=C(NCC1CCCO1)c1ccc(N2CCCCC2)c([N+](=O)[O-])c1 (stereo not given)	-8%	17%	2%
CCOC(=O)N1CCN(c2c(NCCOC)c(=O)c2=O)CC1	13%	-6%	1%
O=C(Nc1cccc(Br)c1)c1ccc2c(c1)SC1=NS(=O)(=O)CCN12	23µM*	29µM*	0%
O=S(=O)(Nc1ncccn1)c1ccc(Nc2ncnc3ccccc23)cc1	-13%	-13%	2%
CC(C)Oc1ccc(C(=O)NCc2ccco2)cc1	?	?	2%
Brc1ccc(-c2c(-c3ccsc3)sc3ccccc23)cn1	-18%	?	-6%
Cc1ccc(C(=O)N[C@H](C(=O)NC2CCCCC2)C(C)C)cc1	-26%	-23%	0%
Cc1cc(SCC(=O)N2c3ccccc3NC(=O)CC2C)nc2ccccc12 (stereo not given)	?	16µM*	·
COC(=O)CN1C(=O)N/C(=C/c2ccc(OC)cc2)C1=O	-7%	-7%	3%
O=C(CN1CCOCC1)NCC12CC3CC(CC(C3)C1)C2	-8%	-11%	-3%
COC(=O)c1cc(-c2ccc(OC)cc2F)nc2nc(SC)[nH]c(=O)c12	-27%	?	5%[0.0935 µM]
CC(C)(C)n1[nH]c2c3c(ccc2c1=O)C(=O)c1ccccc1C3=O	8.2µM*	7.3µM*	2%
CCCCNC(=O)CSc1nc2ccccc2c(=O)n1Cc1ccc2c(c1)OCO2	-27%	-12%	-1%
CC(Sc1nc(-c2ccccc2)cc(C(F)(F)F)n1)C(=O)NCc1ccco1 (stereo not given)	-20%	-27%	0%
C=CCn1c(=N)n(CC(O)COc2ccccc2OC)c2ccccc21 (stereo not given)	?	?	2%
CCCCC(=O)Nc1sc2c(c1C#N)CC(C)(C)OC2	?	?	0%
Cc1ccc(S(=O)(=O)C(CNC(=O)C(=O)NCCc2ccc(Cl)cc2)c2cccs2)cc1 (stereo not given)	?	?	3%
COc1ccc(-n2cc(C(=O)NCc3ccccc3Cl)c3ccccc3c2=O)cc1	-15%	1%	1%
COc1ccc(OCCN2CCC(C(=O)NC(c3ccc(F)cc3)c3ccc4ccccc4n3)CC2)cc1 (stereo not given)	29µM*	18µM*	·
COc1ccc(S(=O)(=O)NCc2ccccn2)cc1C	-3%	2%	·

Additional records.
SMILES	DT40 TDP1 CPT	DT40 TDP1 no CPT	TDP1 block
Cc1ccc(NC(=O)CSc2nc3ccccc3c(=O)n2CCCN2CCCCC2)cc1C	26µM*	?	3%
Cc1ccc(Cl)cc1N1CCN(CCCNc2ncnc3onc(-c4ccc(F)cc4)c23)CC1	15µM*	18µM*	-4%
CCn1nc(C(=O)OC2CCOC2=O)c2ccccc2c1=O (stereo not given)	-15%	3%	-4%
O=c1c(O)c(-c2ccc(O)cc2)oc2cc(O)ccc12	27µM*	30µM*	14%
NC(=O)COC(=O)c1cc(-c2cccs2)nn1-c1ccccc1	2%	3%	0%
O=C(Nc1cc(Cl)ccc1-n1cncn1)c1cc(F)c(F)c(F)c1F	0%	-29%	·
S=c1[nH]c2ccc(Cl)cc2s1	-4%	-25%	3%
CC1CN(C(=O)c2cn3ccccc3n2)CC(C)O1 (stereo not given)	-4%	-3%	2%
CC(C)(C)SCCNC(=O)/C=C/c1ccc(F)cc1	?	?	6%
COc1ccc(Cl)cc1C(=O)NN=C1CCCC1	11%	7%	·
Cc1ccccc1NS(=O)(=O)c1cc(C(=O)Nc2cccc(N(C)S(C)(=O)=O)c2)ccc1C	-30%	?	2%
CN(C)S(=O)(=O)c1cccc(C(=O)NCc2cccs2)c1	0%	-2%	-2%
CCc1ccc(CN(Cc2ccco2)C(=O)c2cc(-c3ccc(C)c(F)c3)on2)cc1	?	?	6%
CNc1ncnc2c1ncn2[C@H]1CN(CCc2ccccc2)C[C@@H](CO)O1	?	?	·
COC(=O)NCC12CC3CC(C1)CC(CNC(=O)OC)(C3)C2	-28%	-26%	2%
O=C(Nc1ccc(F)cc1)c1cc2cc3ccc(Cl)cc3nc2o1	0%	-20%	5%
CC1CCN(S(=O)(=O)c2cccc(C(=O)O)c2)CC1	-17%	-8%	-4%
C/C(=N\NC(=O)c1c(Cl)c(C)nn1C)c1ccc(NC(=O)c2ccncc2)cc1	?	18µM*	5%
CCCN(CCC)CCNC(=O)CCC(=O)Nc1ccc2nc(N3CCOCC3)cc(C)c2c1	-6%	-8%	·
Cc1ccccc1NS(=O)(=O)c1csc(C(N)=O)c1	-4%	15%	·
CC1CCCCN1S(=O)(=O)c1ccc(NC(=O)c2ccco2)cc1 (stereo not given)	-24%	?	0%
Cc1cc(N/N=C/c2ccc3c(c2)OCO3)nc2ccccc12	?	26µM*	6%
CCOC(=O)N/N=C/c1cccc(Cl)c1Cl	5%	?	0%
CC(=O)Nc1ccc(Nc2nc(-c3cc4ccccc4oc3=O)cs2)cc1	8.2µM*	18µM*	5%
CCOC(=O)c1sc2ncn(/N=C/N(C)C)c(=O)c2c1C	0%	-7%	-6%

19 compounds already listed, sorted by molar mass, ascending:
SMILES	DT40 TDP1 CPT	DT40 TDP1 no CPT	TDP1 block
S=c1[nH]c2ccc(Cl)cc2s1	-4%	-25%	3%
CC1CN(C(=O)c2cn3ccccc3n2)CC(C)O1 (stereo not given)	-4%	-3%	2%
COc1ccc(Cl)cc1C(=O)NN=C1CCCC1	11%	7%	·
CC(C)(C)SCCNC(=O)/C=C/c1ccc(F)cc1	?	?	6%
Cc1ccccc1NS(=O)(=O)c1csc(C(N)=O)c1	-4%	15%	·
CCn1nc(C(=O)OC2CCOC2=O)c2ccccc2c1=O (stereo not given)	-15%	3%	-4%
Cc1cc(N/N=C/c2ccc3c(c2)OCO3)nc2ccccc12	?	26µM*	6%
CCOC(=O)c1sc2ncn(/N=C/N(C)C)c(=O)c2c1C	0%	-7%	-6%
COC(=O)NCC12CC3CC(C1)CC(CNC(=O)OC)(C3)C2	-28%	-26%	2%
NC(=O)COC(=O)c1cc(-c2cccs2)nn1-c1ccccc1	2%	3%	0%
O=C(Nc1ccc(F)cc1)c1cc2cc3ccc(Cl)cc3nc2o1	0%	-20%	5%
CC1CCCCN1S(=O)(=O)c1ccc(NC(=O)c2ccco2)cc1 (stereo not given)	-24%	?	0%
CNc1ncnc2c1ncn2[C@H]1CN(CCc2ccccc2)C[C@@H](CO)O1	?	?	·
CC(=O)Nc1ccc(Nc2nc(-c3cc4ccccc4oc3=O)cs2)cc1	8.2µM*	18µM*	5%
C/C(=N\NC(=O)c1c(Cl)c(C)nn1C)c1ccc(NC(=O)c2ccncc2)cc1	?	18µM*	5%
CCc1ccc(CN(Cc2ccco2)C(=O)c2cc(-c3ccc(C)c(F)c3)on2)cc1	?	?	6%
Cc1ccc(NC(=O)CSc2nc3ccccc3c(=O)n2CCCN2CCCCC2)cc1C	26µM*	?	3%
CCCN(CCC)CCNC(=O)CCC(=O)Nc1ccc2nc(N3CCOCC3)cc(C)c2c1	-6%	-8%	·
Cc1ccc(Cl)cc1N1CCN(CCCNc2ncnc3onc(-c4ccc(F)cc4)c23)CC1	15µM*	18µM*	-4%

The listing picks up, starting 3 compounds before the break.
SMILES	DT40 TDP1 CPT	DT40 TDP1 no CPT	TDP1 block
CCOC(=O)N/N=C/c1cccc(Cl)c1Cl	5%	?	0%
CC(=O)Nc1ccc(Nc2nc(-c3cc4ccccc4oc3=O)cs2)cc1	8.2µM*	18µM*	5%
CCOC(=O)c1sc2ncn(/N=C/N(C)C)c(=O)c2c1C	0%	-7%	-6%
COc1cccc(Cn2c(=O)c(-c3ccc(F)cc3)nc3cnc(N4CCOCC4)nc32)c1	-24%	-10%	·
COc1ccc(N2C(=O)C3C4C=CC(CC4)C3C2=O)c([N+](=O)[O-])c1 (stereo not given)	?	-38%	7%
O=C(Nc1ccc(OCC(=O)N2CCOCC2)cc1)c1ccccc1Cl	-11%	1%	3%
COc1cc(N(C)C)c(OC)cc1C=O	16µM*	11µM*	·
Cc1ccc(N(CC(N)=O)C2SC(=O)N(Cc3ccccc3)C2=O)cc1 (stereo not given)	-9%	-20%	4%
CC(C(=O)OCC(=O)Nc1cccc(S(=O)(=O)N2CCOCC2)c1)N1C(=O)c2ccccc2C1=O (stereo not given)	-4%	-26%	0%
O=C(c1ccc2c(c1)OCO2)N1CCN=C1SCc1cccnc1	-20%	-21%	8%
O=C(Cn1cnc2c(cnn2-c2ccc(F)cc2)c1=O)N1CCN(c2ccccc2F)CC1	-20%	-29%	-1%
O=C(NN=Cc1ccccc1)c1ccccc1	-6%	?	·
O=S(=O)(NCC1CCCO1)c1cccc2nsnc12 (stereo not given)	-2%	10%	-2%
Cc1cccc(N2C(=O)C3C4C=CC(CC4)C3C2=O)c1 (stereo not given)	-29%	-20%	2%
Cc1c(Cl)cccc1NC(=O)CCC(=O)NNC(=O)c1ccccc1Cl	1%	-6%	4%
C[C@H](CO)N1C[C@H](C)[C@@H](CN(C)Cc2ccc3c(c2)OCCO3)OCc2cnnn2CCCC1=O	6%	12%	·
Cc1cnc(C(=O)OCC(=O)NC(C)c2ccccc2)cn1 (stereo not given)	3%	21%	1%
CC(=O)N1CCN(S(=O)(=O)c2cccc(C(=O)Nc3nccs3)c2)CC1	-23%	?	8%
Cc1ccc2c(=O)cc(C(F)F)oc2c1	0%	4%	4%
Cc1cc(C)nc(N2CCCC(C(=O)NCc3ccccc3F)C2)n1 (stereo not given)	0%	3%	5%
COc1ccc(Cl)cc1C(=O)NCC(c1ccco1)N(C)C (stereo not given)	-7%	?	4%
CCN(C(=O)CSc1nc2ccccc2c(=O)n1-c1ccccc1F)C1CCS(=O)(=O)C1 (stereo not given)	7%	-21%	-1%
CN1C(=O)C(c2cn(C)c3ccccc23)(c2cn(C)c3ccccc23)c2cc(Br)ccc21	-19%	-25%	·
CCOC(=O)c1ccccc1NC(=O)N(C)CCc1c(C)nn(CC)c1C	21µM*	16µM*	1%
CCCC(C(=O)NCC1CCCO1)N(Cc1ccco1)C(=O)CNS(=O)(=O)c1ccccc1 (stereo not given)	0%	-4%	3%
O=C(NCc1ccco1)c1cc2c(s1)CSC2	?	?	·
COc1cc(CNc2nnnn2C)ccc1OCc1c(F)cccc1Cl	7%	9%	0%
Cc1ccnc(NC(=O)CCNC(=O)c2ccc(Cl)cc2)c1	1%	29%	5%
CCSc1cc(C)nc2c(-c3ccccc3)cnn12	?	?	0%
CC(=O)Nc1ccc(NC2=CC(=O)CC(C)(C)C2)cc1	-26%	-11%	5%
O=S(=O)(NN=Cc1cccc(Cl)c1)c1ccccc1	?	?	·
CCOC(=O)c1ccc(NC(=O)CCn2nnc3ccccc32)cc1	-2%	-10%	3%
CCOC(=O)C1(C)CCCCCN1C(=O)c1ccc(C(F)(F)F)nc1C (stereo not given)	?	?	·

Random draw from the library; overall some 18% were active at least once.
